Bioassay records: PubChem BioAssay, The Scripps Research Institute Molecular Screening Center
PME-1 inh: PME-1 (human) inhibition. 320,000 tested, 0.53% active. Q9Y570. recombinant PME-1, FP-Rh probe fluorescence polarization. inhibition, % at 5.9 µM. AID 2130;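 active means inhibition above the campaign mean of all compounds plus 3 SD, cut at about 26% in these data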;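 further: competitive labeling of PME-1 active site by serine hydrolase directed probe; 0% = PME-1 with DMSO and 100% = wells lacking PME-1 enzyme; inhibitors block probe labeling so polarization falls and inhibition rises; many of its hits are not listed in these tables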
PREPL inhibitor: inhibitors of human prolyl oligopeptidase-like enzyme PREPL. Q4J6C6. recombinant PREPL, fluorescence polarization activity-based probe. AID 2751. inhibition, % at 5.96 µM. 320,000 tested, 0.68% active; in the data active means inhibition above about 43%;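 further: 0% = enzyme with DMSO and 100% = wells lacking enzyme; many of its hits are not listed in these tables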
PAFAH1B2 inh: PAFAH1B2 (human) inhibition; P68402; recombinant PAFAH1B2, FP-rhodamine activity probe, fluorescence polarization; inhibition, % at 3.39 µM; 340,000 tested, 1.2% active; AID 492953;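 active means inhibition above the mean of all tested compounds plus 3 SD, cut at about 24% in these data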;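 further: 0% = enzyme with DMSO and 100% = wells lacking PAFAH1B2; many of its hits are not listed in these tables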
PAFAH1B3 FP inh: inhibitors of human PAFAH1B3; recombinant PAFAH1B3, FP-rhodamine probe, fluorescence polarization; inhibition, % at 3.39 µM; 340,000 tested, 0.28% active; Q15102;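 active means inhibition above the screen-wide average of all tested compounds plus 3 SD, cut at about 25% in these data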;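 further: 0% = enzyme with DMSO only and 100% = wells lacking PAFAH1B3 protein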
GSTO1 counter: blocks human GSTO1 in RBBP9 counter-screen. recombinant GSTO1, activity-based probe fluorescence polarization. inhibition, % at 5.96 µM. 300,000 tested, 1.1% active. P78417;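 active means inhibition above the campaign mean inhibition plus 3 SD, cut at about 35% in these data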;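 further: 0% = GSTO1-1 with DMSO and 100% = wells lacking GSTO1-1 enzyme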
Target sequence (P78417 whole entry, looked up): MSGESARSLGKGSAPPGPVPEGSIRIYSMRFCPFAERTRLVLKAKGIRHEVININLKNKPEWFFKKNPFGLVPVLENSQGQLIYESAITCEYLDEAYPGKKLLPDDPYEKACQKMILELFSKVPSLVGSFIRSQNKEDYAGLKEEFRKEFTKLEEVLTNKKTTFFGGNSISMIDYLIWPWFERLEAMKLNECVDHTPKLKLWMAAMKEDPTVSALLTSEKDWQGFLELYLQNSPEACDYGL
LYPLA2 inh: LYPLA2 (human) inhibition in PME1 counter-screen; recombinant LYPLA2, FP-Rh probe fluorescence polarization; inhibition, % at 5.9 µM; 320,000 tested, 0.38% active; AID 2177; O95372;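 active means inhibition above the screen-wide mean plus 3 SD, limit set per campaign, cut at about 26% in these data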;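 further: 0% = LYPLA2 with DMSO and 100% = wells lacking LYPLA2 enzyme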
pPAFAH inh: inhibitors of human plasma PAF acetylhydrolase (pPAFAH); recombinant pPAFAH, FP-rhodamine probe fluorescence polarization; inhibition, % at 3.39 µM; AID 463082; 330,000 tested, 1.5% active;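 active means inhibition above the mean inhibition across the screen plus 3 SD, cut at about 25% in these data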;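 further: inhibitors block binding of the rhodamine activity-based probe so polarization drops; 0% = enzyme with DMSO and 100% = wells lacking pPAFAH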
PAD4 FP inh: blocks human protein arginine deiminase 4; Q9UM07; recombinant PAD4, RCA probe fluorescence polarization; inhibition, % at 6.36 µM; 330,000 tested, 0.41% active; AID 485272;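 active means percent inhibition above a cutoff equal to the mean of all tested compounds plus 3 SD, cut at about 15% in these data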;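 further: 0% = PAD4 with RCA probe and DMSO and 100% = probe without PAD4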
Target sequence (Q9UM07 whole entry, looked up): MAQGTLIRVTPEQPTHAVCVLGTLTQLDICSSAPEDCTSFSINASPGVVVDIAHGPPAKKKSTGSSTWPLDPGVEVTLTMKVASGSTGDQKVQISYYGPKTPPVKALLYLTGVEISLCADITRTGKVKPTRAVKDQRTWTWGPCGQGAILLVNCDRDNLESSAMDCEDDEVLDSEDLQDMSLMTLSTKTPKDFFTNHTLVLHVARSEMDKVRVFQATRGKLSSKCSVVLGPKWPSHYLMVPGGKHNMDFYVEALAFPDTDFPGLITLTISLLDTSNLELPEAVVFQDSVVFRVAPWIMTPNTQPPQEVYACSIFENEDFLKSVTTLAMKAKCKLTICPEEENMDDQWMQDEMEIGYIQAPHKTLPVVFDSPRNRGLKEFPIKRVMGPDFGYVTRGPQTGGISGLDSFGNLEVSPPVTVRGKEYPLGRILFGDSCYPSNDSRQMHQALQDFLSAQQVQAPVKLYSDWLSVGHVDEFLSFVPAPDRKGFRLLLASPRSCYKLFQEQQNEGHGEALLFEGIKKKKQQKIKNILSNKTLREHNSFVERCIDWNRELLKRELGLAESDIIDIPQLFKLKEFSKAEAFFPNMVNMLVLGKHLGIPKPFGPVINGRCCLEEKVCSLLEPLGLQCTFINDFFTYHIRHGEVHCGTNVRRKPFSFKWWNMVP
LYPLA1 inh: LYPLA1 (human) inhibition in PME1 counter-screen; O75608; 320,000 tested, 0.16% active; recombinant LYPLA1, FP-Rh probe fluorescence polarization; inhibition, % at 5.9 µM; AID 2174;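 active means inhibition above the mean of all tested compounds plus 3 SD, set per campaign, cut at about 14% in these data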;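 further: inhibitors block serine hydrolase probe labeling of LYPLA1 so polarization falls; 0% = enzyme with DMSO and 100% = wells lacking LYPLA1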
The depositor's hits bear a star. Some of the compounds tested, so the mix of outcomes need not match the whole.

What do the screens show for `Cc1ccc(NC(=O)CN2CCN(C)CC2)cc1S(=O)(=O)N1CCOCC1`?
PME-1 inh: -4; PREPL inhibitor: 7; PAFAH1B2 inh: 3; PAFAH1B3 FP inh: 6; GSTO1 counter: -5; LYPLA2 inh: -1; pPAFAH inh: 6; PAD4 FP inh: 5; LYPLA1 inh: 0

How did COc1cccc(NC(=O)CN2CCSc3ccccc32)c1 do in these assays?
PME-1 inh: -6; PREPL inhibitor: 12; PAFAH1B2 inh: 11; PAFAH1B3 FP inh: 9; GSTO1 counter: 9; LYPLA2 inh: 1; pPAFAH inh: -3; PAD4 FP inh: -10; LYPLA1 inh: 4

Results for COC(=O)c1ccccc1NS(=O)(=O)c1c(C)noc1C ?
PME-1 inh: 6; PREPL inhibitor: 4; PAFAH1B2 inh: 4; PAFAH1B3 FP inh: 8; GSTO1 counter: 9; LYPLA2 inh: 12; pPAFAH inh: -1; PAD4 FP inh: 0; LYPLA1 inh: 0

Results for Cc1c(Cl)cccc1NC(=S)N1CCN(Cc2ccccc2)CC1 ?
PME-1 inh: -8; PREPL inhibitor: 2; PAFAH1B2 inh: 2; PAFAH1B3 FP inh: -3; GSTO1 counter: 3; LYPLA2 inh: -5; pPAFAH inh: -1; PAD4 FP inh: -4; LYPLA1 inh: -6

What do the screens show for `C/C=C(/C)C(=O)Nc1cccc(C2=NOC3(C2)C[C@@H](C(N)=O)N(C(=O)/C=C/CC)C3)c1` (some centres not stated)?
PME-1 inh: 3; PREPL inhibitor: 3; PAFAH1B2 inh: 7; PAFAH1B3 FP inh: -4; GSTO1 counter: 6; LYPLA2 inh: -3; pPAFAH inh: 5; PAD4 FP inh: -3; LYPLA1 inh: 0

Results for COc1ccc(CNC(=O)C(OC(=O)c2cccs2)C(C)C)cc1 (configuration not stated) ?
PME-1 inh: 4; PREPL inhibitor: 4; PAFAH1B2 inh: 5; PAFAH1B3 FP inh: 6; GSTO1 counter: 0; LYPLA2 inh: 3; pPAFAH inh: 5; PAD4 FP inh: 2; LYPLA1 inh: -4

Results for CN(C)S(=O)(=O)N1CCN(c2ccnc3cc(Cl)ccc23)CC1 ?
PME-1 inh: 3; PREPL inhibitor: -3; PAFAH1B2 inh: 1; PAFAH1B3 FP inh: -6; GSTO1 counter: -10; LYPLA2 inh: 1; pPAFAH inh: -1; PAD4 FP inh: -4; LYPLA1 inh: 1

How did Cc1cc(C)n(NC(=S)NC2CCCC2)c(=O)c1C#N do in these assays?
PME-1 inh: -2; PREPL inhibitor: 15; PAFAH1B2 inh: 1; PAFAH1B3 FP inh: 5; GSTO1 counter: 6; LYPLA2 inh: 3; pPAFAH inh: 1; PAD4 FP inh: -1; LYPLA1 inh: 0

Results for Cc1csc2c(N3CCC(C(=O)O)CC3)ncnc12 ?
PME-1 inh: -5; PREPL inhibitor: -2; PAFAH1B2 inh: 1; PAFAH1B3 FP inh: 0; GSTO1 counter: 1; LYPLA2 inh: 3; pPAFAH inh: 4; PAD4 FP inh: 3; LYPLA1 inh: 0

What do the screens show for `CS(=O)(=O)Nc1ccc(S(=O)(=O)N2CCOCC2)cc1`?
PME-1 inh: -9; PREPL inhibitor: 1; PAFAH1B2 inh: -1; PAFAH1B3 FP inh: 3; GSTO1 counter: -1; LYPLA2 inh: -9; pPAFAH inh: -3; PAD4 FP inh: -3; LYPLA1 inh: -4

Results for O=C(O)c1ccc(COc2ccccc2/C=C2\NC(=O)N(Cc3ccc(F)cc3)C2=O)cc1 ?
PME-1 inh: -11; PREPL inhibitor: -15; PAFAH1B2 inh: 4; PAFAH1B3 FP inh: -1; GSTO1 counter: -21; LYPLA2 inh: -3; pPAFAH inh: 2; PAD4 FP inh: -1; LYPLA1 inh: -5

Results for C/C(Cl)=C\C[N+](C)(C)CC(=O)OCCc1ccccc1 ?
PME-1 inh: -3; PREPL inhibitor: -1; GSTO1 counter: 3; LYPLA2 inh: 7; pPAFAH inh: -1; PAD4 FP inh: -5; LYPLA1 inh: 0

Results for C=CCn1c(SCC(C)=O)nnc1-c1cc(-c2ccccc2)sc1N ?
PME-1 inh: 15; PREPL inhibitor: 25; PAFAH1B2 inh: 3; PAFAH1B3 FP inh: 6; GSTO1 counter: 8; LYPLA2 inh: 8; pPAFAH inh: 13; PAD4 FP inh: -7; LYPLA1 inh: 0

How did COc1cccc(-c2nnc3sc(-c4ccco4)nn23)c1 do in these assays?
PME-1 inh: -4; PREPL inhibitor: -1; PAFAH1B2 inh: 2; PAFAH1B3 FP inh: 1; GSTO1 counter: -4; LYPLA2 inh: -1; pPAFAH inh: 4; PAD4 FP inh: -4; LYPLA1 inh: -5

Results for O=C1c2ccccc2S(=O)(=O)c2cc(N3CCC(C(=O)N4CCCCC4)CC3)ccc21 ?
PME-1 inh: 4; PREPL inhibitor: 16; GSTO1 counter: -57; LYPLA2 inh: 22; pPAFAH inh: 12; PAD4 FP inh: -6; LYPLA1 inh: 3

How did Cc1ccc2c(c1)sc(-c1ccc(N(C)C)cc1)[n+]2C do in these assays?
PME-1 inh: 6; PREPL inhibitor: 23; PAFAH1B2 inh: -5; PAFAH1B3 FP inh: 10; GSTO1 counter: 3; LYPLA2 inh: 5; pPAFAH inh: 0; PAD4 FP inh: 19*; LYPLA1 inh: 1

Results for CC(=O)N1CCCc2cc(S(=O)(=O)N3CCCC(C(=O)N4CCN(c5ccccc5)CC4)C3)ccc21 (configuration not stated) ?
PME-1 inh: 2; PREPL inhibitor: 19; PAFAH1B2 inh: 0; PAFAH1B3 FP inh: 4; GSTO1 counter: 11; LYPLA2 inh: 0; pPAFAH inh: 7; PAD4 FP inh: 0; LYPLA1 inh: 5

How did CCOC(=O)/C(N=Nc1c(C)n(C)n(-c2ccccc2)c1=O)=C(\C)O do in these assays?
PME-1 inh: -1; PREPL inhibitor: -4; PAFAH1B2 inh: 6; PAFAH1B3 FP inh: -1; GSTO1 counter: -2; LYPLA2 inh: 0; pPAFAH inh: 0; PAD4 FP inh: -6; LYPLA1 inh: -1

What do the screens show for `O=C(CCN1C(=O)c2ccccc2C1=O)NCc1cccc(Cl)c1`?
PME-1 inh: 4; PREPL inhibitor: -22; PAFAH1B2 inh: 7; PAFAH1B3 FP inh: 5; GSTO1 counter: 1; LYPLA2 inh: -1; pPAFAH inh: -6; PAD4 FP inh: -2; LYPLA1 inh: -2

How did CCOC(=O)c1ccc(Cn2cnc3ccccc3c2=O)cc1 do in these assays?
PME-1 inh: 3; PREPL inhibitor: -9; PAFAH1B2 inh: 2; PAFAH1B3 FP inh: 4; GSTO1 counter: 6; LYPLA2 inh: 12; pPAFAH inh: 6; PAD4 FP inh: 3; LYPLA1 inh: 3

Results for CCCCCOc1ccc(C(=O)NC(C(=O)O)C(C)C)cc1 (configuration not stated) ?
PME-1 inh: 6; PREPL inhibitor: -3; PAFAH1B2 inh: 3; PAFAH1B3 FP inh: 2; GSTO1 counter: -1; LYPLA2 inh: 3; pPAFAH inh: -1; PAD4 FP inh: -2; LYPLA1 inh: 0

Results for CCCCn1[nH]c(-c2ccccc2)cc1=O ?
PME-1 inh: -12; PREPL inhibitor: 1; PAFAH1B2 inh: 5; PAFAH1B3 FP inh: 1; GSTO1 counter: 57*; LYPLA2 inh: 5; pPAFAH inh: 4; PAD4 FP inh: 45*; LYPLA1 inh: 0

What do the screens show for `CSc1ncc(Cl)c(C(=O)Nc2ccc(S(=O)(=O)Nc3nccc(C)n3)cc2)n1`?
PME-1 inh: 1; PREPL inhibitor: 5; PAFAH1B2 inh: 0; PAFAH1B3 FP inh: 7; GSTO1 counter: 3; LYPLA2 inh: 3; pPAFAH inh: 2; PAD4 FP inh: 2; LYPLA1 inh: 1

How did O=C(COC(=O)c1ccc(NS(=O)(=O)c2ccc3c(c2)OCCO3)cc1)NC1CC1 do in these assays?
PME-1 inh: -4; PREPL inhibitor: 17; PAFAH1B2 inh: 0; PAFAH1B3 FP inh: 2; GSTO1 counter: 3; LYPLA2 inh: -2; pPAFAH inh: 9; PAD4 FP inh: -6; LYPLA1 inh: -1

Results for O=C(c1ccc(S(=O)(=O)Nc2ccccc2)cc1)N1CCCC(C(F)(F)F)C1 (configuration not stated) ?
PME-1 inh: 7; PREPL inhibitor: 5; PAFAH1B2 inh: 1; PAFAH1B3 FP inh: -2; GSTO1 counter: 2; LYPLA2 inh: 14; pPAFAH inh: 28*; PAD4 FP inh: -1; LYPLA1 inh: 3

What do the screens show for `COc1ccccc1CNC(=O)CSc1nnc2c(Cl)cc(C(F)(F)F)cn12`?
PME-1 inh: 5; PREPL inhibitor: 14; PAFAH1B2 inh: 0; PAFAH1B3 FP inh: 4; GSTO1 counter: -6; LYPLA2 inh: 11; pPAFAH inh: 5; PAD4 FP inh: 8; LYPLA1 inh: 0

Results for CCc1c(C)c2ccc(OCC(N)=O)cc2oc1=O ?
PME-1 inh: 0; PREPL inhibitor: 0; PAFAH1B2 inh: 0; PAFAH1B3 FP inh: 8; GSTO1 counter: -5; LYPLA2 inh: 6; pPAFAH inh: -2; PAD4 FP inh: -4; LYPLA1 inh: 0

What do the screens show for `CSCC(=O)N1CCCC(CNC(=O)c2ccc(-c3ccccc3)cc2)C1` (configuration not stated)?
PME-1 inh: 1; PREPL inhibitor: 41; PAFAH1B2 inh: -1; PAFAH1B3 FP inh: 3; GSTO1 counter: 2; LYPLA2 inh: -4; pPAFAH inh: 6; PAD4 FP inh: -1; LYPLA1 inh: -3

Results for CC(C)(CNCc1ccccc1)NS(=O)(=O)c1ccccc1 ?
PREPL inhibitor: 0; PAFAH1B2 inh: -2; PAFAH1B3 FP inh: 3; pPAFAH inh: 2; PAD4 FP inh: -4

Results for CC(C)(C)c1ccc(-c2c(C(=O)O)c(C(=O)O)c3n2CSC3)cc1 ?
PME-1 inh: 2; PREPL inhibitor: -6; PAFAH1B2 inh: 12; PAFAH1B3 FP inh: 6; GSTO1 counter: -7; LYPLA2 inh: 5; pPAFAH inh: 9; PAD4 FP inh: 4; LYPLA1 inh: -4

Results for CCCn1c(SCC(=O)Nc2cc(Cl)ccc2OC)n[nH]c1=O ?
PME-1 inh: -2; PREPL inhibitor: -4; PAFAH1B2 inh: 1; PAFAH1B3 FP inh: 3; GSTO1 counter: 8; LYPLA2 inh: -2; pPAFAH inh: 3; PAD4 FP inh: -1; LYPLA1 inh: 4

Results for O=C(Nc1ccccc1C(=O)NCc1ccc(Cl)cc1)c1ccco1 ?
PME-1 inh: -7; PREPL inhibitor: 3; PAFAH1B2 inh: 2; PAFAH1B3 FP inh: 2; GSTO1 counter: 3; LYPLA2 inh: -5; pPAFAH inh: -7; PAD4 FP inh: -12; LYPLA1 inh: -5

How did CC(C)C(=O)Nc1cccc(C(=O)NCc2ccc3c(c2)OCO3)c1 do in these assays?
PME-1 inh: 2; PREPL inhibitor: 2; PAFAH1B2 inh: 3; PAFAH1B3 FP inh: 6; GSTO1 counter: -3; LYPLA2 inh: 2; pPAFAH inh: 2; PAD4 FP inh: 0; LYPLA1 inh: 1

How did COc1cc(CN2CCN(S(=O)(=O)c3ccc(F)cc3)CC2)cc(OC)c1OC do in these assays?
PME-1 inh: 4; PREPL inhibitor: 9; PAFAH1B2 inh: 1; PAFAH1B3 FP inh: 2; GSTO1 counter: -1; LYPLA2 inh: -1; pPAFAH inh: 4; PAD4 FP inh: -1; LYPLA1 inh: -2

What do the screens show for `Cc1ccc(NS(=O)(=O)N(C)C)cc1`?
PME-1 inh: 0; PREPL inhibitor: -5; PAFAH1B2 inh: 2; PAFAH1B3 FP inh: -1; GSTO1 counter: -6; LYPLA2 inh: 4; pPAFAH inh: 5; PAD4 FP inh: -1; LYPLA1 inh: 0
